GRP78 ERSR act = qHTS for Inducers of the Endoplasmic Reticulum Stress Response (ERSR) in Human Glioma: qHTS | U87-MG GRP78 promoter luciferase reporter, 16 h | Potency, µM, for the others: at the top dose activation, usual class: activators | 420,000 compounds, 0.02% hits | AID 602332, 2012; further: series mostly up to about 76 µM; % of control where 0% means no effect; nearly all actives have a fitted effect of over 35% in size
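ERSR induction read as luciferase luminescence (Bright-Glo, 10 min at room temperature) in stably transfected human U87-MG glioma cells exposed to compounds for 16 h, using GRP78 as sensor.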
ALOX12 inh = Primary qHTS assay for inhibitors of human arachidonate 12S-lipoxygenase (ALOX12): Round 2; Polyunsaturated fatty acid lipoxygenase ALOX12 (Homo sapiens), P18054; Potency, µM (top dose mostly 108 µM), inactives show at the highest dose activity change, negative = inhibition, actives largely listed as inhibitors; 580,000 compounds, 1.1% hits; purified 12hLO, xylenol orange hydroperoxide absorbance; further: on the % scale 0 is the no-effect control and ±100 the full control effect
Target sequence (P18054 whole entry, looked up): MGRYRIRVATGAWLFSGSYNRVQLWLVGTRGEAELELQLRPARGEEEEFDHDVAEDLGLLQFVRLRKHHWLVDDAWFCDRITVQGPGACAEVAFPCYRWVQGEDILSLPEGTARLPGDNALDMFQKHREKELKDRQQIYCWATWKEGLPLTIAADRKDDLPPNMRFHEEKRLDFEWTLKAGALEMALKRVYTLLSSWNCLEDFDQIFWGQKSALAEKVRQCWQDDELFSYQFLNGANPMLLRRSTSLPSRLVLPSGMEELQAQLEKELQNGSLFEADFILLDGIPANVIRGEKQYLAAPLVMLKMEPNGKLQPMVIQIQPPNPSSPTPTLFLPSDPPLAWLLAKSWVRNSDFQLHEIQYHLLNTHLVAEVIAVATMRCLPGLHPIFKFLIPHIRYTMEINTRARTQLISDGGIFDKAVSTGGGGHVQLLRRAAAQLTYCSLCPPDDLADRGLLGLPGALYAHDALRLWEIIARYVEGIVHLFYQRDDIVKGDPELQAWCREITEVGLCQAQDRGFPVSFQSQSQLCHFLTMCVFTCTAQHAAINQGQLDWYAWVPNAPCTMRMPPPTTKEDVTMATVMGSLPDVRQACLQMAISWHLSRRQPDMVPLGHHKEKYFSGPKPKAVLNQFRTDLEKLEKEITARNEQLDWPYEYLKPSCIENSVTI
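Hydroperoxide product was detected by ferrous iron/xylenol orange as the 573 to 405 nm absorbance ratio. Arachidonic acid at 40 uM (final) was turned over for 30 min at room temperature by 150 nM human 12hLO, pH 7.0 Hepes buffer, after 15 min compound preincubation.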
* = called active by the depositor; ? = inconclusive; & = joins results of further samples; [ ] = dose if it differs, or a comment. The call rests on the fitted dose curve; in most records, active means well fitted curve in the direction sought with a large enough effect; inconclusive means small, poorly fitted or top-dose-only effect, or another doubt; inactive means no such curve, though single readings can be large; an effect the other way counts as inactive or inconclusive. Potency means the concentration at half of the fitted maximal effect. This is a subset (hit frequency here may not be typical).

Order of values: ALOX12 inh | GRP78 ERSR act
Cc1ccc2c(=O)c3ccccc3n(CCCN)c2c1C
    0% | 2%&-9%
Cc1cc(-c2cc(F)cc3c2OC(CNC(=O)CCn2cncn2)C3)ccc1F (stereo unspecified)
    14% | -2%
COc1ccccc1-c1ccc(C(=O)N(C)CC2COCCO2)c(N2CCN(c3ccccc3F)CC2)n1 (stereo unspecified)
    4% | 0%
COc1ccccc1-c1ccc(C(=O)N2CCC(N3CCc4ccccc4C3)CC2)c(N(C)CC2COCCO2)n1 (stereo unspecified)
    16% | -6%
Cc1nc2cnc(Nc3ccccc3)nc2n(CCc2ccccc2)c1=O
    17% | -2%
COCc1ccc(CN2Cc3ccccc3OC(c3ccccc3F)C2)o1 (stereo unspecified)
    9% | -5%
C=C1CC23C[C@H]4[C@@H]5[C@@]6(C)C[C@H](OC(=O)c7ccccc7)[C@@H](OC(C)=O)[C@]57[C@@H]2[C@@H](OC(C)=O)[C@H]1[C@@H](O)[C@H]3[C@H]7N4C6
    -10%[57.4 µM] | -3%
CC(C)Cc1nc2cc(NS(=O)(=O)N(C)C)cc(C(=O)N3CCSCC3)c2n1C
    8% | 4%
Cc1c(C(=O)N(CCO)C(C)C)cnn1-c1ncc2c(n1)-c1ccccc1CCC2
    8% | -6%
CSc1nnc(CNS(=O)(=O)c2ccc(F)cc2F)n1-c1ccccc1C
    2% | -1%
c1ccc2c(N3CCOCC3)nc(-c3ccoc3)nc2c1
    ? | 1%
CC(C)c1c(C(=O)NCc2ccncc2)cnn1-c1nccc(-c2cccs2)n1
    0% | -2%
COc1ccccc1-c1ccc2ncnc(NCc3cnc(C)cn3)c2c1
    0% | -1%
CS(=O)(=O)Nc1cccc(-c2ccc3ncnc(NCCN4CCOCC4)c3c2)c1
    ? | 3%
COc1ccccc1C1CN(Cc2c(C)nn(C)c2Cl)Cc2ccccc2O1 (stereo unspecified)
    2% | -5%
CC(NC(=O)c1cc(F)ccc1F)c1nnc2n1CCN(Cc1ccccc1O)CC2 (stereo unspecified)
    11% | 0%
CCNc1ncc2nc(C)c(=O)n(Cc3cccs3)c2n1
    73% | -3%
COC(=O)[C@@H]1CCCN1Cc1ccc2c(c1)CN(Cc1ccccc1)CCO2
    -19% | -1%
O=C(c1cccc(F)c1)N1CCC2(CCCN(Cc3ccccc3)C2)CC1
    -6%[57.4 µM] | -2%
COC(=O)c1c(OCc2cccnc2)cc(=O)n2c1CCN(C(=O)c1cccc(N(C)C)c1)CC2
    10% | -5%
N#CC(c1ccc(Cl)cc1)c1c(Cl)cc(-n2ncc(=O)[nH]c2=O)cc1Cl (stereo unspecified)
    -23%[57.4 µM] | -1%
COc1ccc(-n2c(=O)c(-c3cccs3)nc3cnc(N4CCNCC4)nc32)cc1
    ? | -11%
CCCS(=O)(=O)NCc1c(C)ncc2c1CCN(C(=O)/C=C/c1cccc(Cl)c1)C2
    5% | 2%
O=C(c1cnccn1)N1CCC[C@@]2(CCN(c3ccncc3)C2)C1
    -3%[57.4 µM] | -1%
Cc1cc2nc3c(=O)[nH]c(=O)nc-3n(C)c2cc1C=O
    -3% | -12%
O=C(/C=C/c1ccccc1)OCc1ccccc1
    5%[176 µM] | -1%
CC(=O)N1CCC2(CCCN(C(c3ccccc3)c3ccccc3)C2)CC1
    12%[57.4 µM] | ?
O=C(c1cnccn1)N1CCC[C@@]2(CCN(C(c3ccccc3)c3ccccc3)C2)C1
    ? | -1%
COc1cccc(CN2CCC3(CCC(CNC(=O)c4ccco4)O3)CC2)c1OC (stereo unspecified)
    4% | -1%
CN(C)c1ncc2nc(-c3ccc(Cl)cc3)c(=O)n(C[C@H]3CCCO3)c2n1
    ? | -3%

Random excerpt: 5 records from the list, in no set order.
Order of values: ALOX12 inh | GRP78 ERSR act
CCCS(=O)(=O)NCc1c(C)ncc2c1CCN(C(=O)/C=C/c1cccc(Cl)c1)C2
    5% | 2%
C=C1CC23C[C@H]4[C@@H]5[C@@]6(C)C[C@H](OC(=O)c7ccccc7)[C@@H](OC(C)=O)[C@]57[C@@H]2[C@@H](OC(C)=O)[C@H]1[C@@H](O)[C@H]3[C@H]7N4C6
    -10%[57.4 µM] | -3%
O=C(/C=C/c1ccccc1)OCc1ccccc1
    5%[176 µM] | -1%
CCNc1ncc2nc(C)c(=O)n(Cc3cccs3)c2n1
    73% | -3%
CC(C)c1c(C(=O)NCc2ccncc2)cnn1-c1nccc(-c2cccs2)n1
    0% | -2%

Next section.
Order of values: ALOX12 inh | GRP78 ERSR act
Cc1nnsc1C(=O)NCC1Cc2cccc(-c3ncccn3)c2O1 (stereo unspecified)
    -14% | -3%
Cc1noc(C)c1C(=O)N1CCC2(CCN(Cc3ccncc3)CC2)CC1
    -10%[57.4 µM] | -3%
Cc1cnc(C)c(-c2cccc3c2OC(CNC(=O)/C=C/c2ccncc2)C3)n1 (stereo unspecified)
    14% | -4%
CN(C)C(=O)c1ccc(-c2ccc3ncnc(NC4CCNCC4)c3c2)cc1
    -10% | 3%
N#Cc1cccc(-c2ccc3ncnc(NCCN4CCOCC4)c3c2)c1
    ? | -1%
CC(=O)N1CCC[C@H]1C(=O)NCC1Cc2cc(F)cc(-c3ccc(F)c(C)c3)c2O1 (stereo partly specified)
    4% | -4%
O=C(c1cn(C2CCCN(Cc3cccc(Oc4ccccc4)c3)C2)nn1)N1CCCC1 (stereo unspecified)
    1% | -2%
O=C(O)CNC(=O)CNC(=O)CNC(=O)CSC(=O)c1ccccc1
    -7%[22.9 µM] | -5%
Cc1noc(C)c1-c1nc(Nc2ccncc2)c2ccccc2n1
    ? | -5%
COCCn1c(=O)c(CCc2ccccc2)nc2cnc(Oc3cccc(Cl)c3)nc21
    0% | -3%
CCC1CN(CCNC(=O)c2cscn2)Cc2cc(OC)ccc2O1 (stereo unspecified)
    -3% | -1%
CS(=O)(=O)Nc1cccc(-c2cncnc2NCc2ccccc2)c1
    40µM* | -3%
CN(Cc1ccco1)c1cc(-c2ccccc2Cl)ncn1
    -17% | -3%
CCNc1ncc2nc(C)c(=O)n(CCOC)c2n1
    0% | -2%
Oc1ccc(CCNCCCCCCNCCc2ccccc2)cc1O
    ? | 2%
COCCn1c(=O)c(-c2cccs2)nc2cnc(OCc3ccccc3)nc21
    121%[activator] | -5%
O=c1c(-c2ccc(F)cc2)nc2cnc(N3CCNCC3)nc2n1C1CC1
    ? | -5%
c1cncc(-c2ccc3ncnc(N4CCNCC4)c3c2)c1
    ? | 0%
COc1ccc(Oc2ncc3nc(-c4ccccc4)c(=O)n(Cc4cccs4)c3n2)cc1
    219%[activator] | -4%
CO[C@H]1[C@H](NC(=O)c2ccncc2)c2ccccc2C12CCN(C(=O)c1ccoc1)CC2
    1% | -2%
Clc1ccccc1-c1nccc(NCc2ccccc2)n1
    ? | 0%
Cn1cc(-c2nc3cncnc3n(CCN)c2=O)c2ccccc21
    10% | -2%
CC(=O)NCCNc1nc(-c2cccc(C#N)c2)nc2ccccc12
    ? | 2%
O=c1c(-c2ccc(Cl)cc2)nc2cnc(N3CCOCC3)nc2n1CCc1ccccc1
    0% | -1%
Cc1ccc(CNc2nc(C)c(-c3ccn(CCN4CCOCC4)n3)s2)o1
    -1% | -3%
Cc1ncoc1C(=O)NCc1nc(-c2cccc(NC(=O)c3ccccn3)c2)oc1C
    14% | -4%
COc1ccc(CN2CCN(C(C)=O)CC2)cc1OC1CCN(C(=O)c2ccc3ccccc3n2)CC1
    28µM* | 2%
Cc1cccc2cc(CN(CC3CCCO3)C(=O)c3ccccc3F)c(N(C)C)nc12 (stereo unspecified)
    -1% | -5%
Cc1c(C(=O)NCC2Cc3cccc(-c4cncnc4)c3O2)c(-c2ccccc2)nn1-c1ccccc1 (stereo unspecified)
    6% | -7%
COc1ccc(C2(C#N)CCC(C(=O)O)CC2)cc1OC1CCCC1 (stereo unspecified)
    -30%[57.4 µM] | 1%

Another view of some results above.
> Cc1noc(C)c1-c1nc(Nc2ccncc2)c2ccccc2n1
  ALOX12 inh: ?	GRP78 ERSR act: -5%
> Cc1ncoc1C(=O)NCc1nc(-c2cccc(NC(=O)c3ccccn3)c2)oc1C
  ALOX12 inh: 14%	GRP78 ERSR act: -4%
> CN(Cc1ccco1)c1cc(-c2ccccc2Cl)ncn1
  ALOX12 inh: -17%	GRP78 ERSR act: -3%
> O=C(c1cn(C2CCCN(Cc3cccc(Oc4ccccc4)c3)C2)nn1)N1CCCC1 (stereo unspecified)
  ALOX12 inh: 1%	GRP78 ERSR act: -2%

(more compounds)
Order of values: ALOX12 inh | GRP78 ERSR act
Cc1cnc(CNc2ccnc(-c3ccccc3CN(C)C)n2)cn1
    ? | -2%
COc1ccc(-c2nc3cc(C)ccc3cc2CN(C(=O)c2cccs2)C2CC2)cc1OC
    ? | 3%
Cc1noc(C)c1C(=O)N1CCC2(CCCN(c3ccccc3)C2)CC1
    ? | -2%
O=C(NCC1Cc2cccc(-c3nccs3)c2O1)c1ccnc(Cl)c1 (stereo unspecified)
    19% | -1%
COc1ccc(-n2c(=O)c(-c3cccc(Cl)c3)nc3cncnc32)cc1
    34%[activator] | -4%
Cn1cccc1C(=O)N1CCC2(CCCN(Cc3nccs3)C2)CC1
    -1%[57.4 µM] | -4%
CS(=O)(=O)N1CCC2(CCN(c3ccccc3)CC2)CC1
    0%[57.4 µM] | -2%
O=C(NC(Cc1cc(=O)[nH]c2ccccc12)C(=O)O)c1ccc(Cl)cc1 (stereo unspecified)
    ? | -4%
CCNc1ncc2nc(-c3ccc(Cl)cc3)c(=O)n(Cc3cccs3)c2n1
    ? | 6%
CCNc1ncc2nc(CCc3ccccc3)c(=O)n(-c3ccccc3)c2n1
    0% | -2%
COc1ccc(Oc2ncc3nc(C)c(=O)n(C4CC4)c3n2)cc1
    18% | -3%
Cc1cnc(SCc2ccccn2)nc1C1CCCN(C(=O)c2noc3c2CCCC3)C1 (stereo unspecified)
    ? | -3%
COc1ccc(C(=O)N(Cc2cc3cccc(C)c3nc2N(C)C)CC2CCCO2)cc1 (stereo unspecified)
    19% | -2%
O=C(O)Cn1c(C(=O)Nc2nc(-c3ccccc3Cl)cs2)cc2ccccc21
    0%&146% | 1%
N#Cc1cccc(-c2cc(-n3ccnc3)ncn2)c1
    ? | -2%
O=C(CSc1ccncc1)NCC1Cc2cccc(-c3cncnc3)c2O1 (stereo unspecified)
    11% | -3%
O=C(CCc1cccnc1)NCC1Cc2cccc(-c3ncccn3)c2O1 (stereo unspecified)
    4% | -5%
CC(C)CN1CC[C@@]2(CCCN(C(=O)c3ccco3)C2)C1
    2%[57.4 µM] | -3%
CN(C)c1ncc2nc(-c3ccccc3)c(=O)n(-c3ccccc3)c2n1
    12% | -2%
Cc1cc(C(=O)NCc2nc(-c3cccc(NC(=O)c4cc(C)oc4C)c3)oc2C)nc(C)n1
    13% | 0%
CN(C)Cc1ccccc1-c1nccc(NC2CC2)n1
    ? | 1%
O=S(=O)(c1ccccc1)N1CCC2(CCN(Cc3ccccc3)CC2)CC1
    -2%[57.4 µM] | -4%
CN(C)C(=O)c1ccc(-c2cncnc2NCCc2cnc[nH]2)cc1
    0% | -3%
N#Cc1cccc(NC(=O)N2CC[C@@]3(CCCN(C(=O)c4cc(C(F)(F)F)cc(C(F)(F)F)c4)C3)C2)c1
    -2%[57.4 µM] | -3%
Cc1nc(C)n(CC(=O)NCC2Cc3cc(-c4cccc(OC(F)(F)F)c4)ccc3O2)n1 (stereo unspecified)
    ? | 0%
CCn1nc(C)cc1C(=O)NCC1Cc2cc(C)cc(-c3ccccc3C(=O)OC)c2O1 (stereo unspecified)
    -1% | -3%
O=C(c1ccco1)N1CCC2(CCCN(C(c3ccccc3)c3ccccc3)C2)CC1
    ? | ?
c1cncc(-c2nc(N3CCNCC3)c3ccccc3n2)c1
    ? | -1%
C=C1C([C@@]2(C)C(OC(C)=O)CC(=O)O[C@@](C)(COC(C)=O)C2CC(=O)OC)C(OC=O)C(OC(=O)C(O)C(C)CC)[C@]2(C)C(c3ccoc3)CC(=O)C12O (stereo partly specified)
    4% | -6%
O=c1c(-c2cccc(Cl)c2)nc2cncnc2n1-c1ccccc1
    16% | -3%
CCNc1ncc2nc(-c3ccc(OC)cc3)c(=O)n(-c3ccc(OC)cc3)c2n1
    80%[activator] | -3%
CCn1c2ccccc2c2cc(CN3CCOc4ccc(C(O)c5cccnc5)cc4C3)ccc21 (stereo unspecified)
    9% | -3%

Assay outcomes as filed in PubChem.
